# Hep lipid drop = hepatic lipid droplet formation modulation; AML12 mouse hepatocytes, oleate lipid droplets, BODIPY imaging; inhibition, % at 6.5 µM; 0.4% of 240,000 active; AID 1656;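 active means lipid droplet intensity inhibited by at least 50%, with more than 500 cells counted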
#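 Material – AML12 mouse liver cells · Also added – oleate loading, 100 µM · Compound dosing – 6.5 µM single-point dosing · Times – overnight treatment with compound plus oleate · Measured by – fluorescence imaging, 20x objective, two fields per well · Read-out – percent inhibition of filter-corrected integrated lipid droplet intensity per well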
# Autophagy HCS = alters autophagy in cells | MEF GFP-LC3 puncta imaging; test concentration mostly 10 µM | calls only at 10 µM (by protocol) | 0.98% of 190,000 active;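 active means percentage of spot-positive cells more than 3 SD above its plate mean, without a fluorescence outlier flag or 80% toxicity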;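 further: spot-positive cell cutoff set from DMSO-treated cells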
# Myeloid diff 2 = compounds promoting myeloid differentiation | ER-HoxA9 myeloid progenitors, lysozyme-GFP differentiation, flow cytometry | calls only at 10 µM | 1% of 360,000 active;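 active means normalized GFP-positive differentiation at or above the plate's own cutoff, the solvent-only control mean plus 3 SD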;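 further: cells exposed to compound for four days before flow analysis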
# MT stabilizer = microtubule stabilization, imaging screen. 0.83% of 200,000 active. % tubulin-high responders, % at 10 µM. HeLa tubulin immunostaining HCS, 24 h; share of cells brighter than vehicle mean+2SD. AID 2205;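 active means plate Z-score above 3 for both tubulin-high and condensed-nucleus cell shares, with cell loss under 80%, at 10 µM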;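 further: anti alpha tubulin signal scored within the nucleus-defined area of each cell; some results filed as inactive read as strong as hits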
# WT yeast gro inh = growth inhibition of WT yeast, mitochondrial fusion screen. 2.1% of 190,000 active. inhibition, % at 10 µM. mitochondrial fusion phenotypic screen, WT strain; in the data active means inhibition above about 58%; tested in S. cerevisiae
# b-catenin transl = beta-catenin nuclear translocation modulation; HeLa beta-catenin nuclear translocation, immunofluorescence imaging; nuclear translocation activity, % at 5 µM; 0.3% of 190,000 active;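 active means nuclear translocation activity above 50% at 5 µM, with a well cell count of 50 or more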;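 further: per-cell ratio of nuclear to cytoplasmic median beta-catenin stain intensity; plate controls were DMSO negative control for no effect and GSK-3 inhibitor IX positive control for full effect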
#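 Test system: human HeLa cells, native beta-catenin. Compound dosing: 5 µM primary single dose, 0.1% DMSO, 0.02–20 µM confirmation series. Incubation: compound exposure 24 h at 37°C. Detection: beta-catenin immunostaining with DAPI counterstain, 20x imaging, 6 fields/well. Read-out basis: Nuclear/cytoplasmic beta-catenin signal ratio, % activation.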
# Insulin prom up = MIN6 insulin promoter up-regulation. 0.3% of 190,000 active. z-score at 5 µM. MIN6 insulin promoter-GFP reporter, high-content imaging; active compounds read high. AID 1625;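 active means z-score above 3 at 5 µM with at least 500 cells counted in the well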
# T cell modulator = modulates CD8 T cell binding to vesicles; AID 2052; 2C CD8+ T cell-vesicle binding, flow cytometry; active compounds read low; calls only at 7 µM; 0.068% of 330,000 active;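 active means response, share of CD8 T cells binding vesicles, and their 90th percentile fluorescence all below set limits, cut at about 80% in these data, passing the limit was not always enough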
#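 material = purified 2C TCR transgenic mouse naive CD8+ T cells | controls = Unloaded micro-vesicles (low), QL9 vesicles with 0.7% DMSO (high) | detection = cytometric PE anti-B7-1 and Alexa647 anti-CD8 signals after 1% paraformaldehyde fixation | incubation = binding step 1.5 h, 37 °C, antibody labelling 20 min, ice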
# West Nile virus CPE = inhibition of WNV-induced cytopathic effect – cell-based, CPE readout (AID 1621). West Nile virus-infected cells, CPE inhibition; higher % means a stronger effect. 0.02% of 290,000 active. one-dose CPE inhibition, % at 10 µM; IC50 in µM for titrated hits; in the data active means a potency from the dose series; further: strong numbers were not always called active
# WT yeast gro inh mutant strain = recorded beside WT yeast gro inh, whose call it bears; inhibition, %; mitochondrial fusion phenotypic screen, mutant strain inhibition
# Insulin prom up cell count = further read-out of Insulin prom up, marked with its call; cell count; measured here: cytotoxicity, nuclei count;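 total cells summed across four imaged fields per well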
# Hep lipid drop cells 6.5 µM = recorded beside Hep lipid drop, whose call it bears; cell count; measured here: cell count, cytotoxicity flag;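 cells counted across two imaged fields per well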
# b-catenin transl cell count 5 µM = second read-out of b-catenin transl, no call of its own (marks repeat the call); cell count; measured here: cell count, cytotoxicity flag
# T cell modulator vesicle-bound % = second read-out of T cell modulator, no call of its own (marks repeat the call); double positive events, %; measured here: CD8+ vesicle-bound cell fraction;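 binding gate set so that unloaded-vesicle control wells show 10% double positive cells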
# MT stabilizer Hoechst-high % = also measured in MT stabilizer; calls as there; % Hoechst-high responders; measured here: nuclear condensation Hoechst responders;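 share of cells brighter than vehicle mean plus two SD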
# MT stabilizer cytotoxicity % = also measured in MT stabilizer; calls as there; toxicity, %; measured here: cytotoxicity by cell density;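 0% = mean cell density of plate MIN control wells and 100% = no cells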
# Autophagy HCS cell loss 18 h = also measured in Autophagy HCS; calls as there; toxicity, %; measured here: cell loss, nuclei count;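 cell loss after 18 h compound exposure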
# Myeloid diff 2 GFP+ MAC1+ % = second read-out of Myeloid diff 2, no call of its own (marks repeat the call); GFP+ MAC1+ double positive, %; measured here: differentiation confirmed by MAC1 staining
# The depositor's hits bear a star; i = inactive; . = no result given; + = active, no number.
SMILES,Hep lipid drop,Hep lipid drop cells 6.5 µM,Autophagy HCS,Autophagy HCS cell loss 18 h,Myeloid diff 2,Myeloid diff 2 GFP+ MAC1+ %,MT stabilizer,MT stabilizer Hoechst-high %,MT stabilizer cytotoxicity %,WT yeast gro inh,WT yeast gro inh mutant strain,b-catenin transl,b-catenin transl cell count 5 µM,Insulin prom up,Insulin prom up cell count,T cell modulator,T cell modulator vesicle-bound %,West Nile virus CPE
COc1ccc(CC(=O)NCC2(N3CCCCC3)CCCCC2)cc1,-6.1,665,i,3.7,i,0.9,1.4,2.3,13.6,9.1,-6.4,0.9,487,.,.,i,4.0,-1.1%
COc1ccc(CC(=O)NCc2ccccn2)cc1OC,.,.,i,-0.1,i,0.6,2.9,2.4,9.2,-13.6,7.5,0.2,1325,0.03,1584,i,7.8,-0.1%
Cc1ccc(-c2cc(C(=O)N3CCCC3)c3ccccc3n2)s1,-1.7,647,.,.,i,8.2,.,.,.,.,.,.,.,.,.,i,62.3,-0.4%
CCCCc1cc(=O)oc2cc(C)cc(OCC(=O)Nc3ccccn3)c12,-0.4,725,.,.,i,1.6,.,.,.,.,.,.,.,.,.,i,11.2,-0.1%
N#Cc1ccsc1NC(=O)CN1C(=O)NC2(CCCCC2)C1=O,-3.8,707,.,.,i,1.0,.,.,.,.,.,.,.,.,.,i,23.2,-0.5%
O=C(NCc1ccco1)/C(=C\c1cccs1)NC(=O)c1ccco1,-3.5,693,i,6.8,i,0.5,2.5,2.6,4.3,3.8,7.4,-0.1,1030,-0.41,1618,i,44.0,-0.8%
COc1cccc(/C=N/NC(N)=S)c1OS(=O)(=O)c1ccccc1,-6.7,738,i,-12.2,i,0.9,3.6,2.3,4.0,1.2,-2.5,-5.2,591,.,.,i,25.7,0.6%
CCOc1ccc(NC(=S)Nc2ccc(F)cc2)cc1,-11.2,747,.,.,i,0.5,.,.,.,.,.,.,.,.,.,i,56.0,-0.4%
Cc1nn(C(=O)c2ccco2)c(C)c1Br,8.7,758,i,39.1,i,1.1,1.2,1.7,7.0,7.9,17.2,.,.,.,.,i,12.0,-0.3%
CCOC(=O)c1sc(S(C)=O)c2c1CCc1conc1-2 (stereo not drawn),7.3,728,.,.,i,2.0,.,.,.,.,.,-3.5,1199,-0.08,1522,i,51.3,-0.9%
O=C(CCCOc1ccccc1)Nc1cccnc1,-4.4,738,i,6.1,i,0.8,2.7,2.2,4.7,-3.4,-6.2,5.4,600,.,.,i,39.5,-0.1%
Nn1c(Cc2ccccc2F)nnc1SCC(=O)Nc1cccc(S(=O)(=O)NC2=NCCCCC2)c1,-4.1,734,i,-0.7,i,0.2,1.9,3.0,5.6,-2.4,12.9,-5.0,1122,-0.46,1621,i,46.8,-0.4%
O=C1CN(C(=O)CSc2nncs2)c2ccccc2N1,0.8,623,i,4.3,i,0.2,5.3,3.2,6.6,-3.8,-0.5,-5.6,1076,0.5,1291,i,42.3,0.4%
CCSc1nc(-c2cccs2)nc2ccccc12,0.9,669,i,-20.3,i,0.9,2.9,1.6,0.4,35.4,25.5,0.2,1094,.,.,i,16.0,-0.6%
COc1cccc(-c2nn(-c3ccccc3)cc2CN2CCCO2)c1,-1.0,567,i,-1.2,i,0.8,1.9,1.9,3.2,-7.1,-4.6,0.8,1559,.,.,i,17.9,-0.2%
CCc1nc(SCc2ccccn2)[nH]c(=O)c1C,18.2,699,i,-3.2,i,0.0,0.8,1.3,2.5,-9.5,-12.8,1.4,993,0.86,1529,i,44.9,-0.3%
COC(=O)C1CCN(c2cc(=O)n(-c3ccc(OC)cc3)c(=O)[nH]2)CC1,-13.6,572,i,-9.1,i,1.9,5.9,1.0,8.4,-0.7,1.6,-0.6,1069,0.12,1937,i,31.3,0.5%
COC(=O)c1cn(Cc2ccccc2C)nn1,-30.4,689,i,-12.9,i,0.0,4.1,1.5,2.9,12.6,-5.6,.,.,0.04,1264,i,47.0,0.4%
Cn1c(=O)oc2cc(S(=O)(=O)N3CCC(C(=O)N4CCN(c5ccccc5)CC4)CC3)ccc21,20.5,685,i,-10.6,i,1.1,3.0,2.7,11.3,4.4,-2.4,-2.3,1126,.,.,i,32.7,-0.1%
CCn1c2ccccc2c2cc(NC(C)=O)ccc21,2.7,798,i,-4.2,i,0.5,1.5,1.5,18.8,6.5,2.5,.,.,-0.38,838,i,34.6,0.3%
COCCN(C(=S)Nc1cc(C)ccc1C)C(C)c1cccnc1 (stereo not drawn),-14.6,665,i,9.5,i,0.7,3.3,1.7,5.7,-5.1,-3.2,0.9,1000,-0.04,1512,i,31.4,-0.7%
Cc1cc(=O)n2nc(N3CCCC(C(=O)NCc4ccccc4Br)C3)sc2n1 (stereo not drawn),-14.2,694,.,.,i,1.1,.,.,.,.,.,.,.,.,.,i,29.7,0.0%
Fc1ccc(N2CCN(Cc3cnc(Oc4ccc(Br)cc4)s3)CC2)cc1,-20.4,782,i,-10.0,i,1.0,1.8,1.2,8.5,59.0*,34.0*,0.2,1100,-0.34,936,i,34.7,-1.2%
CCOc1cccc(-c2nn3c(-c4cc(C)[nH]n4)nnc3s2)c1,.,.,i,-8.3,i,0.8,3.7,3.1,8.3,8.7,19.7,-7.3,911,.,.,i,52.1,-0.2%
Cc1cc2c(cc1C)C(c1ccccc1F)CC(=O)N2 (stereo not drawn),-3.0,839,.,.,i,0.3,.,.,.,.,.,.,.,.,.,i,47.1,1.2%
COC(=O)c1sccc1N/N=C/c1cccc(Oc2ccccc2)c1,-0.9,568,i,-0.7,i,0.6,2.6,2.5,3.8,12.5,-6.9,0.6,996,0.73,1295,i,11.1,0.0%
Cc1c(Cl)cccc1NCC(=O)NN=C1CCCC1,1.6,644,i,-26.6,i,0.0,1.5,1.5,5.9,1.8,-1.3,-0.4,1481,0.75,1381,i,28.2,-0.1%
O=C(O)CC1(CC(=O)Nc2ccc(F)c(Cl)c2)CCCCC1,9.5,664,.,.,i,1.7,.,.,.,.,.,-2.9,1225,-0.01,1422,i,37.9,-0.1%
Cc1nnc(SCC(=O)N2CC(=O)Nc3ccccc32)n1Cc1ccccc1,.,.,i,1.6,i,0.5,3.7,1.6,8.8,8.4,6.0,-0.4,1384,0.51,1391,i,44.0,1.0%
CC(=O)Nc1ccc(S(=O)(=O)N(CC(=O)O)Cc2ccccc2)cc1,38.0,764,i,2.8,i,1.0,4.5,3.4,10.8,-9.3,28.0,2.6,1068,0.46,1109,i,22.3,0.2%
O=C(c1cnc(N2CCN(c3ccccn3)CC2)c2ccccc12)N1CCN(c2cccc(Cl)c2)CC1,-23.2,662,i,-13.5,i,0.8,2.3,1.4,4.6,51.5,44.6,-1.4,1069,.,.,i,52.8,0.0%
N#C/C(=C\c1cccnc1)C(=O)NC1CCCCC1,-9.0,627,i,-5.9,+,8.1*,3.0,2.8,5.1,7.2,16.3,-1.9,933,2.68,1260,i,0.1,-0.9%
CC(=O)NCCOc1nc(N(C)C)nc(N2CCCCC2)n1,-2.3,707,i,18.4,i,0.4,4.7,1.6,3.6,-23.9,-13.6,-0.3,1076,0.36,1487,i,55.9,0.0%
O=[N+]([O-])c1ccc(Cl)cc1N1CCCC1,-2.7,704,i,5.1,i,0.2,5.3,2.9,7.3,0.2,-1.4,0.0,1525,-0.37,1487,i,35.6,0.2%
CSc1nc(N)nc(C(C)C)n1,5.4,702,.,.,i,0.5,.,.,.,.,.,-2.0,1370,0.04,1058,i,19.1,0.4%
C=CCSc1nnc(NC(=O)c2cccc(S(=O)(=O)N(C)c3ccccc3)c2)s1,-8.2,662,i,-3.6,i,1.2,5.7,1.2,6.3,-0.7,-1.9,-0.4,914,0.09,1374,i,3.1,-0.8%
Cc1ccc2c(C)c(C(=O)N(C)Cc3nccn3C)oc2c1C,-2.1,889,.,.,i,2.3,.,.,.,.,.,.,.,.,.,i,67.0,-0.8%
COc1ccccc1NC(=O)c1nc[nH]c1C(=O)Nc1ccccc1OC,.,.,i,1.1,i,0.3,31.4*,24.2*,20.7*,40.1,18.8,6.0,1201,0.05,1388,i,51.4,0.1%
CCn1nc(C(=O)Nc2cccc(C(F)(F)F)c2)c(Cl)c1Cl,.,.,i,16.0,i,0.4,4.1,1.7,8.6,-3.6,-6.3,-2.1,805,0.82,1218,i,62.2,-0.8%
Cc1nn(Cc2c(Cl)cccc2Cl)c(Cl)c1/C=C/C(=O)OCC(=O)NCC(F)(F)F,7.6,785,i,2.5,i,0.7,1.6,1.2,5.4,7.5,24.3,-0.9,1176,-0.04,883,i,35.9,0.1%
CC(=O)N1CCN=C1SCc1ccc(F)cc1,.,.,i,-0.5,i,1.2,2.9,3.3,6.2,-4.5,-3.9,.,.,-0.1,872,i,31.8,-0.2%
O=C(Nc1ccc(Br)cc1F)C1CCCO1 (stereo not drawn),3.9,700,i,-0.1,i,0.4,2.3,2.0,6.0,12.7,2.6,-2.2,1198,0.26,1266,i,6.7,0.4%
COc1ccc(C[C@H]2CN3C(=NC[C@@H]3Cc3ccccc3)N2CCNC(=O)c2ccc(C)c(Br)c2)cc1,-24.1,702,+,38.5*,i,1.2,82.1,4.9,88.3,21.1,18.2,2.3,977,-0.19,771,i,9.9,-2.5%

# Bioassay records from PubChem.
